M1 antag = human CHRM1 antagonism. CHO-K1 hM1, Fluo-8 calcium fluorescence, ACh EC80 antagonist. inhibition, % at 3 µM. 360,000 compounds, 1.3% hits;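 active = percent inhibition above its own plate's cutoff, namely the mean of that plate's compound wells plus 3 SD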;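 note: peak over basal fluorescence ratio during 140 s after agonist addition; 0% = ACh EC80 plus DMSO and 100% = DMSO alone without agonist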
Target sequence (P11229 whole entry, looked up): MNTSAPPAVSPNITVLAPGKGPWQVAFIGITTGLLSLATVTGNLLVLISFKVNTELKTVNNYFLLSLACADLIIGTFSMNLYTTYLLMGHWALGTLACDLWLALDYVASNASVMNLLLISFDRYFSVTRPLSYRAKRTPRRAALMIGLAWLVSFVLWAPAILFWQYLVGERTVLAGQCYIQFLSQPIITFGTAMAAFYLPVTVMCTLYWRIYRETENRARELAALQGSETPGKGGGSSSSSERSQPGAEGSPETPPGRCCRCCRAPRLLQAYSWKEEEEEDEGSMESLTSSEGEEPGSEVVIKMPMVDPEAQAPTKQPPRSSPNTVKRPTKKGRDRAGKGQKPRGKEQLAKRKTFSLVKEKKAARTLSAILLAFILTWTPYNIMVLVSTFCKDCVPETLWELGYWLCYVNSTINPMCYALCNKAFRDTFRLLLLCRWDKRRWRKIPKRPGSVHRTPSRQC
CHRM4 antagonist = blocks acetylcholine activation of human M4 receptor; inhibition, % at 3 µM; AID 624125; P08173; CHO-hM4 cells, ACh EC80, Fluo-8 calcium fluorescence; 360,000 compounds, 0.73% hits;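 active = inhibition above its plate's cutoff, the mean inhibition of sample wells plus 3 SD, cut at about 27% in these data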;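 note: 0% = acetylcholine EC80 with DMSO and 100% = DMSO without agonist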
Target sequence (P08173 whole entry, looked up): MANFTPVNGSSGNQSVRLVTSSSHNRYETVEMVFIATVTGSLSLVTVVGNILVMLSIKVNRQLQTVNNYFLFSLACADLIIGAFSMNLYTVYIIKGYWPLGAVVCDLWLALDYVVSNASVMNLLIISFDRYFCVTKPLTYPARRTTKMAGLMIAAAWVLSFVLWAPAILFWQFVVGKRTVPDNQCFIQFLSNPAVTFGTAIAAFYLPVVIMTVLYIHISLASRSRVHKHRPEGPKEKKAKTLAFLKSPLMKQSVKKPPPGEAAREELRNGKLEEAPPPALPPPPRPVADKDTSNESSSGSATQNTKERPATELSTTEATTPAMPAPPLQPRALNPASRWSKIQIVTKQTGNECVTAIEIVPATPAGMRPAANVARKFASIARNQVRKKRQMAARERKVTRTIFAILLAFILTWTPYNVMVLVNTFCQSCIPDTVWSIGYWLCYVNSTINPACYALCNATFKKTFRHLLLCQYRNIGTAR
CHRM5 antagonist = antagonists of human muscarinic M5 receptor (CHRM5); CHO-hM5 cells, Fluo-8 calcium fluorescence, ACh EC80; 360,000 compounds, 0.59% hits; AID 624040; inhibition, % at 3 µM;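 active = inhibition above a per-plate cutoff, the mean of that plate's test compounds plus 3 SD, cut at about 27% in these data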;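 note: 0% = acetylcholine EC80 with DMSO and 100% = DMSO without agonist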
CHRM4 agonist = CHRM4 agonism in calcium assay; P08173; CHO-K1 hM4/Gqi5, Fluo-8 calcium fluorescence; vehicle 0%, full acetylcholine response 100%; activation, % at 3 µM; 360,000 compounds, 0.14% hits; AID 624127;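 active = activation above the run mean over all test wells plus 3 SD, cut at about 32% in these data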;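 note: peak over basal fluorescence ratio per well then scaled between controls; 0% = DMSO wells and 100% = acetylcholine at EC100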
M5 ag = CHRM5 agonism in calcium assay | CHO-K1 hM5 cells, Fluo-8 calcium fluorescence; 0% DMSO wells, 100% maximal acetylcholine response | activation, % at 3 µM | 360,000 compounds, 0.19% hits | AID 624037;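 active = activation above the run's mean over test compounds plus 3 SD, cut at about 23% in these data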;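 note: signal is peak over basal fluorescence ratio across the kinetic read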
TAAR1 agonist = agonists of human TAAR1; Q96RJ0; CHO RD-HGA16 TAAR1, Fluo-8 calcium fluorescence; vehicle wells 0%, saturating PEA agonist 100%; activation, % at 3 µM; 360,000 compounds, 0.99% hits;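 active = activation above the mean activation of all test compounds in the run plus 3 SD, cut at about 38% in these data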
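System: CHO-derived RD-HGA16 cells with stable Gα16 and human TAAR1 / Times: 17-24 h plating, Fluo-8 75 min 37 °C, 30 min RT / Technique: calcium-sensitive Fluo-8 signal, excitation 470-495, emission 515-575 nm / Measure: % activation relative to PEA EC100 response / Benchmarks: DMSO and PEA EC100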
CHRM1 PAM = positive allosteric modulators of human M1 muscarinic receptor. P11229. CHO-K1 hM1, Fluo-8 calcium fluorescence, ACh EC20; 0% = ACh EC20, 100% = maximal ACh. activation, % at 3 µM. 360,000 compounds, 0.088% hits; in the data active = activation above about 19%, passing the limit was not always enough
M1 ag = human M1 muscarinic receptor agonism; P11229; CHO-K1 hM1, Fluo-8 calcium fluorescence, agonist mode; 0% DMSO, 100% acetylcholine EC100; activation, % at 3 µM; 360,000 compounds, 0.33% hits;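 active = activation above the run's mean compound activation plus 3 SD, cut at about 16% in these data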;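 note: peak over basal fluorescence ratio within a 140 s kinetic read after compound addition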
CHRM5 PAM = CHRM5 positive allosteric modulation; CHO-K1 hM5, Fluo-8 calcium, ACh EC20 PAM; 0% = ACh EC20, 100% = ACh EC100; activation, % at 3 µM; 360,000 compounds, 0.3% hits;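 active = activation above the run cutoff, the mean activation of all test compounds plus 3 SD, cut at about 18% in these data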
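Replicates: One well per compound, no replicates | System: Human M5 receptor in CHO-K1 cells | Benchmarks: Low control EC20 acetylcholine (0%), high control EC100 acetylcholine (100%) | Probe or stimulus: Acetylcholine, EC20 level | Times: Fluo-8 loading 80 min at 37 °C plus 30 min room temperature | Signal: Intracellular calcium via Fluo-8 fluorescence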
Starred values were filed as active, the others as inactive; & = joins results of further samples. An excerpt (hit frequency here may not be typical).

nr	smiles	M1 antag	CHRM4 antagonist	CHRM5 antagonist	CHRM4 agonist	M5 ag	TAAR1 agonist	CHRM1 PAM	M1 ag	CHRM5 PAM
1	COC(=NC1CCCCC1)C(O)c1c[nH]c2ccccc12 (stereo not drawn)	-4	-3	-2	0	0	0	9	1	1
2	CC(C)C1(C)N=C(c2ncccc2C(=O)O)NC1=O (stereo not drawn)	-12	-1	5	0	0	0	1	-1	-2
3	CCC(=O)N1CC(=O)Nc2ccc(F)cc2C1c1ccc(F)cc1 (stereo not drawn)	-1	-8	1	0	-4	-1	8	-4	-2
4	CC(C)CC1C(C#N)=C(N)Oc2c1c(=O)oc1ccccc21 (stereo not drawn)	4	-11	1	1	0	7	-2	-1	-4
5	COC(=O)c1ccc(-n2c(C)nc3ccccc3c2=O)cc1	-30	-4	-2	3	-1	1	6	-2	-6
6	COc1ccccc1N1CCN(C2CCCN(C(=O)COc3ccccc3Cl)C2)CC1 (stereo not drawn)	-8	-10	-10	12	-2	1	2	-3	-9
7	CCOC(=O)C1(c2ccccc2)CCN(Cc2cccc(C(=O)O)c2)CC1	-26	-6	5	1	-5	2	4	-6	-12
8	c1cc2c(cc1-c1ccc3c(c1)OCO3)CNCc1cnnn1-2	4	-1	6	3	0	4	2	-6	-2
9	CCCCN1C(=N)C(CC)(CC)C(=O)NC1=O	-13	9	1	-1	-1	5	10	-1	5
10	CC(=O)Nc1cc(C(=O)N2CCC3(CC2)OCCO3)ccc1S(=O)(=O)c1ccc(C)cc1	18	7	-1	0	0	-3	-3	-2	-1
11	COc1ccc([N+](=O)[O-])cc1N=Cc1c(O)n(CCc2ccccc2)c(=O)n(C(C)C)c1=O	6	-1	6	1	0	17	-18	-8	-8
12	O=c1[nH]c2ccccc2n1C1CCN(C(c2ccccc2OC(F)(F)F)c2nnnn2-c2ccc3c(c2)OCCO3)CC1 (stereo not drawn)	-16	15	11	18	5	12	1	3	-15
13	Cc1cccc(N=Cc2c(O)n(-c3ccccc3C)c(=O)[nH]c2=O)c1	-9	1	-3	5	3	4	-4	-1	-9
14	O=Cc1c(C(=O)O)n(Cc2ccccc2F)c2ccccc12	-2	-17	-4	2	-7	1	4	-3	4
15	COc1cc(NC(=O)CN2C3CCC2CC(O)(c2cccnc2)C3)cc(OC)c1 (stereo not drawn)	-17	0	1	0	-6	3	7	-6	-4
16	O=C1NC(=O)C2(Cc3c(nc4ccccn4c3=O)N3CCCCCC32)C(=O)N1Cc1ccccc1 (stereo not drawn)	20	-4	3	4	-1	25	-5	3	-6
17	COc1cccc(O)c1CN1CCCC(C(=O)c2sccc2C)C1 (stereo not drawn)	6	-1	6	3	-5	0	-3	-6	0
18	COP(=O)(OC)C(NC(=O)/C=C/c1ccccc1)C(Cl)(Cl)Cl (stereo not drawn)	6	1	-4	0	-2	2	4	-6	-1
19	COC(=O)c1cc2c(s1)=NC=NP=2(N1CCOCC1)N1CCOCC1	6&1	2&7	11&2	1&0	5&2	2&1	0&-2	-1&-4	-3&-2
20	Cc1ccsc1C(=O)C1CCCN(Cc2cccc(OCCO)c2)C1 (stereo not drawn)	-9	-7	3	2	-16	0	3	-6	-5
21	C[C@H]1[C@@H](c2ccccc2)O[C@@H](c2ccccc2Br)N1C	-3	8	11	1	-1	13	9	-5	0
22	CCOC(C(=O)OCCCN(CC)CC)(c1ccccc1)c1ccccc1	16	15	12	2	-9	17	-19	-4	-14
23	COc1ccc(N2CCN(CCc3ccncc3)CC2)cc1	-8	-4	8	1	-5	1	10	-11	2
24	COc1ccc(CC(=O)N(CCN(C)C)CC2CCCN(Cc3ccccc3F)C2)cc1 (stereo not drawn)	-24	-3	6	1	-1	-1	14	-10	0

Filtered by structure: the compounds so far with a Cl atom (2)
nr	smiles	M1 antag	CHRM4 antagonist	CHRM5 antagonist	CHRM4 agonist	M5 ag	TAAR1 agonist	CHRM1 PAM	M1 ag	CHRM5 PAM
6	COc1ccccc1N1CCN(C2CCCN(C(=O)COc3ccccc3Cl)C2)CC1 (stereo not drawn)	-8	-10	-10	12	-2	1	2	-3	-9
18	COP(=O)(OC)C(NC(=O)/C=C/c1ccccc1)C(Cl)(Cl)Cl (stereo not drawn)	6	1	-4	0	-2	2	4	-6	-1

Following part.
nr	smiles	M1 antag	CHRM4 antagonist	CHRM5 antagonist	CHRM4 agonist	M5 ag	TAAR1 agonist	CHRM1 PAM	M1 ag	CHRM5 PAM
25	COC(=O)C(O)(c1ccc(N(C)C(=O)OC(C)C)cc1)C(F)(F)F (stereo not drawn)	-2	0	4	3	4	1	13	1	1
26	Cc1cccc2c1=NC(=O)/C(=C/c1c(O)[nH]c(=O)[nH]c1=O)C=2	-1	3	14	1	1	1	4	-5	-2
27	COC(=O)CC(=O)c1ccc2c(c1)OCO2	-3	1	2	0	4	0	4	-3	3
28	Cc1cccc(N2C(=O)/C(=C/c3ccc(N4CCN(C)CC4)o3)C(=O)NC2=S)c1C	3	0	-1	1	1	12	6	0	1
29	N#C/C(N)=C(/N)C#N	-21	-11	1	3	3	2	14	-1	2
30	CCCCn1c(O)c(C=NC2CC3CCC2(C)C3(C)C)c(=O)[nH]c1=O (stereo not drawn)	1	-12	-9	-2	-2	5	6	-5	0
31	c1cc2c(c(NC3=NCCCS3)c1)CCCC2	12	11	6	0	-3	1	-9	-9	-6
32	Cc1ncc(CN2CCCC(C(=O)c3cccc(Cl)c3)C2)s1 (stereo not drawn)	11	-7	15	3	-14	2	-12	-6	-34
33	CC(C)(C)c1ccc(S(=O)(=O)N2CC3CC(C2)c2cccc(=O)n2C3)cc1 (stereo not drawn)	-1	0	-3	0	1	6	2	-5	-2
34	COc1ccc(NP(=O)(Nc2ccc(OC)cc2)Oc2ccccc2)cc1	7	-5	1	12	1	5	-6	-3	-6
35	CCOC(=O)c1cc2c(cn1)[nH]c1ccccc12	-11	6	-1	0	1	2	-6	0	-3
36	C=CCn1c(O)c(C(C)=NC2CC2)c(=O)[nH]c1=O	-8	7	0	0	-5	9	6	-6	0
37	Cc1cc(NCCN)nc2ccccc12	-2	3	10	1	-4	26	5	-4	3
38	O=C1NCN(c2ccccc2)C12CCN(C(c1cccs1)c1nnnn1C1CCCCC1)CC2 (stereo not drawn)	19	2	-2	6	5	2	-9	-3	5
39	COc1ccc(CCN(C)Cc2c(F)cccc2F)cc1OC	21	1	4	2	2	4	-8	-7	2
40	CCN(C(=O)Oc1ccccc1)c1ccc(C(O)(C(=O)OC)C(F)(F)F)cc1 (stereo not drawn)	-1	-1	-5	1	-5	0	-3	-11	-8
41	COc1cc(/C=C2/C(=O)NC(=O)N(c3ccc(C)cc3)C2=O)cc(OC)c1OC	-23	-5	1	0	-4	1	14	-2	9
42	CCOC(=O)CNC(=O)N1Cc2ccccc2-n2nncc2C1	-9	-6	0	-1	0	1	4	1	3
43	CC1(CCl)CN1S(=O)(=O)c1ccccc1 (stereo not drawn)	-6	-1	-3	1	-7	-3	3	-3	-3
44	CCCCc1nc2ccccc2c(=O)n1-c1ccccc1[N+](=O)[O-]	3	6	2	0	-6	-1	0	-6	-3
45	CN1CCC(C)(O)C2CCCCC21 (stereo not drawn)	0	3	8	3	0	1	9	-2	-6
46	CC(=O)c1c(C)n(CCCOC(C)C)c2ccc(O)cc12	-12	3	6	1	-1	12	5	-7	-4
47	O=C1NCN(c2ccccc2)C12CCN(C(c1nnnn1C1CCCCC1)C1CC1)CC2 (stereo not drawn)	-33	-2	2	7	8	8	13	12	0
48	C/C(=N\NC(=O)c1ccncc1)c1c(O)n(Cc2ccccc2)c(=O)[nH]c1=O	9	-9	-7	-1	11	6	-4	0	2
49	Cc1ccccc1CS(=O)(=O)Cc1ccc(C(=O)N2CCC3(CC2)OCCO3)o1	-14	-8	-5	2	1	1	3	-9	-7
50	Cc1ccsc1C(=O)C1CCCN(Cc2cnn(C(C)C)c2)C1 (stereo not drawn)	-9	4	2	0	-9	0	0	-12	-4
51	O=C1NC(=O)N(c2ccc(Cl)cc2)C(=O)/C1=C\c1ccc(Sc2nc3ccccc3[nH]2)o1	-1	5	10	9	22	60*	1	11	-13
52	CCCC1(CC(C)C)C(=O)NC(=S)NC1=O	-3	-3	2	1	4	2	6	-1	1
53	C/C=C1/CN2C3CC1C(CO)(C(=O)OC)C2Cc1c3n(C)c2ccccc12 (stereo not drawn)	-11	-10	3	2	1	2	6	-5	0
54	CCOC(=O)c1cccc(C2=C(CNC(=O)c3nccs3)[C@H]3CC[C@@H](C2)N3Cc2ccccc2)c1	-13	1	4	2	-4	0	2	-10	1
55	COc1ccc(C(CC(=O)N2CCC3(CC2)OCCO3)NS(=O)(=O)c2ccc(F)cc2)cc1 (stereo not drawn)	5	-4	-1	1	-3	1	-3	-3	-6
56	O=C(c1ccc(F)c([N+](=O)[O-])c1)N1CC2CC(C1)c1cccc(=O)n1C2 (stereo not drawn)	-20	2	12	0	-3	3	12	-6	-3
57	COc1ccccc1OCC#CCN1CCOCC1	1	-18	7	5	-1	17	-2	-3	-9
58	O=S(=O)(c1cc(Cl)cc(Cl)c1)N1Cc2cc(-c3cccc(F)c3)ccc2-n2nncc2C1	-3	1	-8	0	3	3	10	-4	2
59	CCOC(=O)c1c(N)n(Cc2ccccc2)c2nc3ccccc3nc12	-2	11	-1	4	5	3	-1	-6	-1
60	CCCCn1c(O)c(C(C)=Nc2c(C)n(C)n(-c3ccccc3)c2=O)c(=O)[nH]c1=O	23	5	-3	2	-14	7	-13	-6	13
61	CSc1ccc(CN2CCN(Cc3ccccc3Cl)CC2)cc1	5	5	-3	-1	-8	6	-5	-5	-8
62	CC(C)n1c(O)c(C=NCc2cccnc2)c(=O)[nH]c1=S	-8	-10	4	2	-2	1	0	-1	2
63	Clc1cccc(C2NCc3ccccc3-n3cccc32)c1 (stereo not drawn)	-5	-11	8	0	0	0	6	3	1
64	CCCCn1nnnc1C(CC)N1CCC2(CC1)C(=O)NCN2c1ccccc1 (stereo not drawn)	-12	-19	1	7	4	3	11	-5	-2
65	CC12C=CC(=O)C=C1CCC1C2C(=O)CC2(C)C(=O)CCC12 (stereo not drawn)	-7	1	8	1	2	0	1	-2	3
66	Oc1cc(Cl)ccc1Oc1ccc(Cl)cc1Cl	12	-6	3	5	-3	-2	-13	-7	-13
67	CCC(C)NS(=O)(=O)c1ccc(OCC(=O)N2CCN(CC)CC2)cc1 (stereo not drawn)	1	6	0	-1	-1	5	0	-9	-1
68	CN(C(=O)CN1CC=C(c2ccccc2)CC1)c1c(N)n(Cc2ccccc2)c(=O)[nH]c1=O	2	2	-1	0	1	6	0	-5	3
69	COP(=O)(OC)C(NC(=O)c1ccc(C)cc1)C(Cl)(Cl)Cl (stereo not drawn)	-1	6	18	0	0	-1	4	-5	2
70	COC(=O)C1=C(c2ccc(S(C)(=O)=O)cc2)C[C@@H]2CC[C@H]1N2C(=O)NC(C)C	-3	7	16	0	-1	3	-1	0	-7
71	COc1ccc(CCn2c(O)c(/C=N/N3CCOCC3)c(=O)[nH]c2=O)cc1OC	-27	-2	0	2	6	2	20	2	9
72	CCn1cc(C(=O)NCc2ccccc2)c2ccccc21	-6	9	9	0	0	1	3	-5	-2
